High-throughput results deposited in PubChem by National Center for Advancing Translational Sciences (NCATS).
Eya2 phos inh – blocks the phosphatase activity of human Eya2; actives 0.006% (n = 330,000); Potency, µM (titrated, usually from 76.9 µM), for the others: at the top dose activity, negative = inhibition, actives largely listed as inhibitors; recombinant Eya2, OMFP fluorescence dephosphorylation (OMFP is methylfluorescein phosphate); O00167; also: potency is read from the fitted curve at half-maximal effect; % is scaled to controls: 0 for no effect and ±100 for the full control effect
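Eya2 (0.2 uM) preincubated 10 min at ambient with compound, then OMFP substrate added at 50 uM; 10 min reaction in 50 mM HEPES pH 7.5, 50 mM NaCl, 5 uM MgCl2, 0.05% BSA, 1 mM DTT. Fluorescence read at Ex 485/Em 525 nm.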
PTAP TSG101 blk – blocks PTAP/TSG101 interaction to inhibit HIV-1 budding. Q99816. Fluorescence polarization, FITC-PTAP peptide / Tsg101 binding. Potency, µM (doses to about 115 µM), for inactives: top-dose activity change, negative = inhibition, usual class: inhibitors. 340,000 tested, under 10 active. AID 493005; active = well fitted inhibition curve with a large enough effect in the main read-out, with a control signal flat, not every such curve was filed as active; inconclusive = small, poorly fitted or top-dose-only effect, or effect the other way, or a change in a side signal; inactive = no such curve, though single readings can be large or run the other way; also: potency is read from the fitted curve at half-maximal effect; % of control where 0% means no effect
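Fluorescence polarization binding of Tsg101 binding domain (10 uM final) to FITC-labeled PTAP peptide (50 nM final) in HEPES pH 7.5 buffer with NaCl, Tween 20, EDTA, TCEP. Compounds added before peptide; binding 20 min at RT.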
B2AR arrestin – beta2AR (human) beta-arrestin recruitment activity | P07550 | beta-arrestin recruitment to beta2AR, cell-based reporter | Potency, µM (series often up to 46.1 µM), inactives show at the highest dose activation, hits mostly activators | actives 0.02% (n = 330,000) | AID 492947;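 also: potency is read from the fitted curve at half-maximal effect; 0% = DMSO controls and full agonism = EC100 isoproterenol or metaproterenol; nearly all actives have a fitted effect of over 65% in size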
Target sequence (P07550 whole entry, looked up): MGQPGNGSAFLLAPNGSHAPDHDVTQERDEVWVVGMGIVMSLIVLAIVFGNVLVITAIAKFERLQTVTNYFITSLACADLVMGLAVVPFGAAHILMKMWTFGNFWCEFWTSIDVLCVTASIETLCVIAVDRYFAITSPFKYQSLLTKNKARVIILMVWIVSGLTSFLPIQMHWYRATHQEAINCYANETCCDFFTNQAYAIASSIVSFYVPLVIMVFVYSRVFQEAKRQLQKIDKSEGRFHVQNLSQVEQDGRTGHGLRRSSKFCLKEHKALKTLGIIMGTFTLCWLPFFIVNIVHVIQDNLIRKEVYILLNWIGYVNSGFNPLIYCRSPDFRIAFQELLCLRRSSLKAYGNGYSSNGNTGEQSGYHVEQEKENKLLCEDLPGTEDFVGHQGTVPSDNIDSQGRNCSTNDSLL
USP2a block – USP2a (human) protease inhibition | actives 0.01% (n = 330,000) | Potency, µM (doses to about 38.3 µM), for the others: at the top dose activity change, negative = inhibition, most hits filed as inhibitors | O75604 | USP2 core, Ub-CHOP2 coupled fluorogenic reporter, 485/531;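 also: potency is read from the fitted curve at half-maximal effect; plate controls were DMSO wells for no effect and full inhibition by NEM control for full effect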
Target sequence (O75604 whole entry, looked up): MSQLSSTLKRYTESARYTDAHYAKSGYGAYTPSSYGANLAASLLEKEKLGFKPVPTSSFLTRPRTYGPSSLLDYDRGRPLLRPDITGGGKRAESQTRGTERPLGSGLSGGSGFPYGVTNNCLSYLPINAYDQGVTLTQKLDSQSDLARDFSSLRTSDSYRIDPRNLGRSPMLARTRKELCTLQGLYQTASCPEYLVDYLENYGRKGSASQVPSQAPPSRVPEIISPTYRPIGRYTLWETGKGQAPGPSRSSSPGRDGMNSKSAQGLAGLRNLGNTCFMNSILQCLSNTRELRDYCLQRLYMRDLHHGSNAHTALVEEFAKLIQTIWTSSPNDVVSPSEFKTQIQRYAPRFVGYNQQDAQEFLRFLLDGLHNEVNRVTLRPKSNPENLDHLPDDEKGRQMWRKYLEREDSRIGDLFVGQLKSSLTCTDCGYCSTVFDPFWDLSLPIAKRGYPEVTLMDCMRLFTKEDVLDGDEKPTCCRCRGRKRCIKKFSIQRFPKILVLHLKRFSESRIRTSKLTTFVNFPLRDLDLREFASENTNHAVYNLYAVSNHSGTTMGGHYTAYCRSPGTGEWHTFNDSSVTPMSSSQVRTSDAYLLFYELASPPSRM
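Cell-free coupled assay: 10nM USP2 core preincubated 30min RT with compound in Tris-HCl pH 8.0/CaCl2/CHAPS buffer, then 25nM Ub-CHOP2 and 25nM reporter substrate; fluorescence (Ex 485/Em 531) read after 60min RT, normalized to NEM inhibition, concentration-response curves fitted.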
BRCA1 expr up – activators of BRCA1 expression; MCF7-BRCA1-FFLuc reporter, luminescence, 48 h; response scale: scaled: vehicle 0%, 10 µM genistein 100%; AID 624202; actives 1.1% (n = 380,000); Potency, µM (highest dose often 46.1 µM), inactives show at the highest dose activation, usual class: activators; also: potency is read from the fitted curve at half-maximal effect; nearly all actives have a fitted effect of over 80% in size; some results filed as inactive show a strong effect at the top dose
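Cells: MCF7-BRCA1-FFLuc, 2000/well. Exposure: 48 h, 37 °C, 5% CO2. Read: luminescence, 15 min post-substrate. Controls: genistein 10 microM (maximal activation), DMSO (neutral).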
p53 reactivation – mutant p53 re-activation in reporter cells; H1299 p53-A138V BP100-luciferase reporter, luminescence, 24 h; Potency, µM (titrated, usually from 92.2 µM), for the others: top-dose activity change, positive = activation, most hits filed as activators; actives 0.063% (n = 320,000); AID 504706; also: potency is read from the fitted curve at half-maximal effect; % of control where 0% means no effect; nearly all actives have a fitted effect of over 45% in size
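H1299 (p53-null), stable ts p53-A138V + BP100-Luc; 1000 cells/well, Opti-MEM/10% FBS; cpd 4 pt, 1:5; 24 h, 37 deg C, 5% CO2; detection reagent 10 min RT; luminescence.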
uPA surface inh – inhibitors of cell surface uPA generation | cell surface uPA generation assay, qHTS | Potency, µM (series often up to 38.3 µM), for the others: at the highest dose activity change, negative = inhibition, most hits filed as inhibitors | actives 0.31% (n = 330,000) | AID 540303; active = well fitted inhibition curve with a large enough effect; inconclusive = small, poorly fitted or top-dose-only effect; inactive = no such curve, though single readings can be large or run the other way; tested in mouse RAW 264.7 cells; also: potency is read from the fitted curve at half-maximal effect; % is scaled to controls: 0 for no effect and ±100 for the full control effect; nearly all actives have a fitted effect of over 55% in size
a7 integrin act – integrin-mediated muscular dystrophy alleviation activation; alpha7betagal myoblasts, beta-gal FDG fluorescence, 48 h; Potency, µM (highest dose often 38.3 µM), for inactives: at the highest dose activation, hits mostly activators; actives 0.064% (n = 350,000);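 also: potency is read from the fitted curve at half-maximal effect; 100% = response of the positive control SU9516; nearly all actives have a fitted effect of over 60% in size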
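Alpha7betagal+/- myoblasts (passage 13) were plated 16-24 hr, then exposed to compounds (1:260 dilution of DMSO stock) for 48 hours at 37C. After MPER lysis, β-galactosidase reporter activity was read as FDG fluorescence (ex 480/em 540) after 30 minutes.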
ELG1 genotoxic – genotoxicity induction in ELG1-luciferase HEK293T cells | HEK293T ELG1-luciferase reporter, luminescence, 16 h | Potency, µM (highest dose often 46 µM), without a hit: at the top dose activity change, positive = activation, actives largely listed as activators | actives 1.3% (n = 330,000) | AID 504466; also: potency is read from the fitted curve at half-maximal effect; % of control where 0% means no effect; nearly all actives have a fitted effect of over 60% in size
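Cells (2,000/well) expressing the ELG1-luciferase fusion are dosed by pin tool and kept 16 hr at 37 °C, 5% CO2. Signal comes from ONE-Glo luciferase reagent after 30 min at room temperature.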
S-ASM inh – blocks human secretory acid sphingomyelinase; placental ASM, HMU-PC fluorogenic substrate, 60 min; Potency, µM (titrated, usually from 57.5 µM), without a hit: at the top dose activity change, negative = inhibition, usual class: inhibitors; actives 0.006% (n = 340,000); AID 504937; also: potency is read from the fitted curve at half-maximal effect
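Human placenta-derived ASM enzyme was preincubated with compound for 10 minutes at room temperature, then given fluorogenic substrate HMU-PC0 (9 uM final) for 60 minutes at 37 °C; a pH 10 stop preceded fluorescence reading at Ex 386/Em 447 nm.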
TRPV1 ag – human TRPV1 agonism. Q8NER1. TRPV1-expressing cells, Fluo-8 calcium influx, agonist mode. activation, % at 8.33 µM. actives 0.19% (n = 320,000); in the data active = activation above about 80%; inconclusive = between about 30% and that limit; also: 0% is about no effect
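Fluo-8 calcium influx in TRPV1-expressing cells, kinetic read (ex 480/em 520 nm). Compound added and read 3 min for agonist activity, followed by capsaicin at EC20 final and 2 min further read for enhancement.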
* hit, by the source's call; ? = inconclusive; nt = not tested or not shown; [ ] = remark or other dose. Unless noted, calls follow the shape of the dose curve; as a rule, active = well fitted curve in the direction sought with a large enough effect; inconclusive = small, poorly fitted or top-dose-only effect, or another doubt; inactive = no such curve, though single readings can be large; an effect the other way counts as inactive or inconclusive.

SMILES | Eya2 phos inh | PTAP TSG101 blk | B2AR arrestin | USP2a block | BRCA1 expr up | p53 reactivation | uPA surface inh | a7 integrin act | ELG1 genotoxic | S-ASM inh | TRPV1 ag
O=C(Nn1cnnc1)c1cc([N+](=O)[O-])cc([N+](=O)[O-])c1 | 3% | -2% | -0.5% | 3% | -17% | -6% | 2% | 13% | 0% | 2% | -3
CN(C)CCOc1ccc(Cl)cc1C(C)(C)C | -10% | 0% | -0.5% | -9% | 32% | -3% | 7% | -15% | -1% | 0% | 11
COC(=O)c1cc(-c2ccccc2)sc1NC(=O)c1cc(C)on1 | -9% | nt | -0.1% | -1% | nt | -5% | nt | nt | 2% | nt | 2
COc1ccc(S(=O)(=O)N(CCc2ccccc2)CC(=O)NC(C)C)cc1 | 12% | -4% | 0.0% | -1% | 5% | -6% | nt | -1% | 1% | 1% | 16
CCOC(=O)C1=NN(C(C)=O)C2(CC(=O)N(c3cc(C)cc(C)c3)C2=O)C1 (stereo not given) | 0% | 0% | -0.5% | 1% | 0% | -1% | 11% | 27% | -2% | -1% | -4
CCc1c(N)nc(N)nc1Nc1ccccc1C | nt | -3% | nt | nt | -18% | nt | -2% | -26% | nt | 5% | nt
CN1CCN(C(=O)CCC(=O)O)CC1 | 7% | -1% | 0.3% | 8% | -1% | 13% | 1% | -22% | 2% | 0% | 1
CNC(=S)N1N=C(c2ccc(OC)cc2)CC1c1ccccc1Cl (stereo not given) | 0% | -2% | 0.0% | -2% | -22% | -1% | 6% | -15% | 0% | -6% | -1
CCN(CC(=O)Nc1c(F)cccc1F)C(=O)c1cc(C)oc1C | 7% | -2% | 0.2% | -2% | -6% | -5% | -3% | -7% | 0% | 5% | -2
CC(C)CC(=O)c1c[nH]c(C(=O)NCCCN2CCOCC2)c1 | 20% | -5% | -1.8% | 1% | -2% | -6% | nt | 17% | 0% | -1% | 2
CCOC(=O)C1(CCOC)CCN(C(C)CCc2ccc(OC)cc2)CC1 (stereo not given) | 2% | -4% | 0.4% | 2% | -33% | -3% | -2% | 14% | -6% | -2% | 2
O=C(O)c1ccccc1C(=O)N1CCN(c2ccccc2)CC1 | 18% | 0% | -0.1% | 2% | -13% | -6% | 4% | 25% | -4% | 0% | 1
COc1ccc(-c2cc(-c3ccccc3)nc(Cl)n2)cc1OC | 1% | -3% | -0.4% | -5% | 3% | -8% | 1% | 10% | -5% | 79%[activator] | -11
COc1ccc(CC2(CO)CCN(C(C)Cc3ccc(Cl)cc3)CC2)cc1 (stereo not given) | 4% | -6% | -0.3% | -1% | 1% | 2% | -4% | -56%[inhibitor] | -8% | -3% | 0
O=C(COC(=O)c1ccccc1Br)Nc1nnc(-c2ccccc2)o1 | 20% | -1% | -0.3% | -3% | -2% | 0% | 12% | 9% | -7% | -1% | 3
COCCC(=O)N1CCC(Oc2ccc(C(=O)N3C[C@@H]4CCC[C@H]3C4)cc2)CC1 | -8% | 0% | 2.9% | -2% | 7% | 7% | 10% | 23% | 1% | -1% | 3
O=C(CS(=O)c1cccc(C(F)(F)F)c1)Nc1ccc(Cl)cc1Cl (stereo not given) | 9% | -2% | -0.3% | 2% | 1% | -9% | 1% | 12% | -1% | -5% | 1
CC(=O)c1cccc(S(=O)(=O)N2CCCC(c3nc4c(nnn4Cc4ccc(C)cc4)c(=O)[nH]3)C2)c1 (stereo not given) | 1% | -1% | 0.2% | 5% | -26% | -4% | -10% | 14% | ? | -18% | 1
Nc1nnc(SCC(=O)OCc2ccc(Cl)c(Cl)c2)s1 | 2% | 0% | -0.2% | 2% | -1% | 8% | 1% | 5% | 0% | 1% | 28
CCCn1ncc(C(=O)N(C)C2CCCN(Cc3ccccc3F)C2)c1C (stereo not given) | -1% | -15% | 0.1% | 4% | 3% | 4% | 1% | -3% | 5% | 6% | 0
CCC(=O)Nc1ccc(C(=O)CSc2nc3ccc(C)cc3[nH]2)cc1 | 1% | -1% | -0.2% | 3% | -11% | 4% | 12% | 21% | 5% | 1% | 28
CSc1nn2cc(CCN3CCOCC3)c(-c3ccc(F)cc3)nc2c1C#N | -7% | -7% | -0.1% | 0% | -22% | 0% | 6% | 3% | -4% | 23% | 0
Cc1cc(NC(=O)COC(=O)c2ccco2)no1 | 7% | -3% | 0.1% | 0% | 24% | -3% | 1% | 16% | 0% | 2% | 3
CCOC(=O)N1CCN(C(=O)c2ccccc2NC(=O)c2ccc(OC)cc2)CC1 | 2% | -3% | 0.1% | 2% | -2% | -11% | nt | 7% | 0% | 3% | 3
COc1ccc2nc(NC(=O)CSc3n[nH]c(N)n3)sc2c1 | -24% | -10% | 0.1% | -2% | 9% | 19% | -7% | -19% | 15µM* | -9% | 10
CCn1c2ccccc2c2cc(CN3CCN(S(=O)(=O)CC)CC3)ccc21 | -5% | nt | 1.2% | 0% | nt | 1% | nt | nt | -1% | nt | -4
COc1ccc2[nH]c(C)c(CCN(Cc3cccs3)C(=S)Nc3ccccc3OC)c2c1 | 6% | -17% | -0.3% | 4% | -50% | -8% | ? | -18% | -6% | 5% | 6
COc1ccc(C(=O)N2CCC(C(=O)c3c(C)cc(C)cc3C)CC2)cc1 | ? | -4% | 0.6% | -1% | -15% | -2% | -1% | -13% | -3% | -2% | 16
Cn1c(=O)c2c(SCC(=O)Nc3cccc(F)c3)nc(-c3ccco3)nc2n(C)c1=O | 0% | nt | -0.3% | 1% | -26% | -23% | 3% | -5% | 6% | 0% | -1
C/C(=N\NS(=O)(=O)c1ccc(Cl)c([N+](=O)[O-])c1)c1ccc(C)o1 | 12% | -6% | -0.1% | -2% | -4% | -2% | 4% | -25% | 0% | -1% | -5
Cc1ccc(CNC(=O)CCn2cc(-c3ccc(C)cc3)nc2CCN)cc1 | -11% | -1% | 2.3% | 2% | -35% | -1% | 1% | -18% | -2% | 0% | -4
CCCNC(=O)C1CCN(S(=O)(=O)c2cccc3nonc23)CC1 | 5% | -6% | -0.3% | -2% | -9% | 3% | 1% | -4% | 0% | 0% | -1
CCC(=O)NC(Nc1cccc(C)n1)(C(F)(F)F)C(F)(F)F | -9% | -3% | 0.0% | 1% | -19% | -3% | 0% | 15% | -2% | 4% | -1
CCCC(=O)NCc1ccncc1 | 19% | nt | 0.0% | -1% | nt | 14% | nt | nt | 1% | nt | -1
Cc1cc(-c2nnc(CCC(=O)N(C)Cc3cccc4ccccc34)o2)no1 | -10% | -2% | 0.0% | 1% | 0% | 1% | -12% | -6% | 15% | 1% | 2
CC(C(=O)Nc1cccnc1)n1cc([N+](=O)[O-])cn1 (stereo not given) | -1% | -1% | -0.3% | 1% | -4% | -3% | 3% | -4% | 0% | 3% | 0
Cc1ccc(S(=O)(=O)NCC(=O)NCC(=O)N2CCC(C)CC2)cc1 | -8% | -3% | 0.0% | 1% | -6% | 1% | 1% | 0% | -3% | 1% | -1
O=C(CN1C(=O)COc2ccc(Cl)cc21)N1CCOCC1 | 4% | -7% | -0.8% | 0% | -1% | 6% | 3% | -2% | 0% | 0% | 1
CCCCc1ccc(S(=O)(=O)N2CCC3(CC2)OCCO3)cc1 | -3% | 1% | -1.1% | -2% | -15% | -6% | 5% | 9% | -7% | -1% | 22
Cc1c([N+](=O)[O-])cc(C(=O)Nc2ccc(Cc3ccncc3)cc2)cc1[N+](=O)[O-] | -3% | -6% | 0.0% | -2% | -16% | -16% | 4% | -16% | -11% | -6% | ?
Cc1cc(C(F)F)n2ncc(C(=O)N3CCCCC3)c2n1 | -1% | -3% | -0.9% | -1% | 19% | 1% | 3% | 28% | 3% | 6% | 3
CC1(NC(=O)Cc2ccc(S(=O)(=O)N3CCOCC3)s2)CCS(=O)(=O)C1 (stereo not given) | 19% | -6% | -0.3% | 2% | -31% | -4% | 1% | 0% | 0% | 7% | 2
c1ccc(-c2cnnn2-c2ccccc2)cc1 | -4% | -5% | 0.4% | 1% | 20% | nt | -3% | 3% | 3% | -2% | -1
COc1ccccc1NC(=S)NCC1CCCO1 (stereo not given) | -2% | -1% | 0.2% | -5% | 5% | 5% | 3% | -26% | 0% | 4% | 3
